Screening results: PubChem BioAssay, several laboratories
IEC-6 tox = kills IEC-6 intestinal cells in KLF5 counter-screen; IEC-6 cytotoxicity, luminescence viability; inhibition, % at 5 µM; actives 0.78% (n = 290,000); in the data active = inhibition above about 22%;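 also: 0% = plate median of test compound wells and 100% = cytotoxic reference compound wells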
aSyn 5UTR inh = MLPCN primary screen, SNCA 5' untranslated region | AID 1813 | alpha-synuclein 5'UTR reporter, inhibitor activity | inhibition, % (tested at 7.5 µM) | actives 0.82% (n = 300,000); in the data active = inhibition above about 60%; inconclusive = no clear call, values can overlap the other calls;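 also: H4 neuroglioblastoma cells stably carrying SNCA 5'UTR luciferase fusion; 0% = DMSO wells and 100% = positive control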
KLF5 inhibitor = kruppel-like factor 5 inhibition; DLD-1 KLF5 promoter-luciferase reporter, luminescence; inhibition, % at 5 µM; actives 0.23% (n = 290,000);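 active = inhibition above a per-plate limit of that plate's mean compound inhibition plus 3 SD, cut at about 60% in these data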;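 also: 0% = DMSO wells and 100% = LY294002 at 200 µM; higher means less KLF5 promoter-driven luciferase light; inactives centre near -14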
HSF1 activator = increases HSF-1 driven luciferase reporter signal | AID 504408 | NIH3T3-HGL HSF-1 luciferase reporter, MG132, 8 h; 100% = twice DMSO control signal | actives 1.7% (n = 300,000) | activation, % at 9 µM;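 active = mean replicate activation of at least 50% with a set share of replicates each reaching 50%; inconclusive = only one of those two conditions met; inactive = mean below 50% and too few replicates reaching it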;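 also: 0% = median of the neutral control wells and 100% = twice that signal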
HSF1 inhib = HSF1 inhibition; NIH3T3-HGL HSE-luciferase, MG132-induced, luminescence 8 h; stronger effect = lower value; activity change, negative = inhibition, % at 7.5 µM (by protocol); actives 0.77% (n = 300,000); AID 2098;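 active = more than half of replicate wells show activity change below -50%, luminescence cut by over half; inconclusive = some wells, but at most half, below -50%; inactive = no replicate well below -50%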;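 also: luciferase reports HSF-1 transcriptional activity via heat shock element; 0% = median of DMSO wells and -100% = zero luminescence signal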
Platelet DG rel = platelet dense granule release activity; inhibition, %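 (compounds screened at 7.5 µM in platelet-rich plasma)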; human platelet-rich plasma, SFLLRN dense granule ATP release, luminescence; AID 1663; actives 0.22% (n = 300,000);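 active = mean replicate score, as percent of positive control, at or above 50; inconclusive = mean below 50 but at least one replicate at or above 50; inactive = mean and every replicate below 50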
GSK3 alpha inh = human GSK-3 alpha kinase inhibition | ADP-Glo luminescence, 60 min | inhibition, % at 10 µM | actives 0.1% (n = 320,000) | AID 2650;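 in the data active = inhibition above about 50%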;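 also: GST-tagged GSK-3 alpha with peptide substrate and 25 µM ATP; 0% = DMSO neutral wells and 100% = GW8510 positive control wells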
Target sequence (P49840 whole entry, looked up): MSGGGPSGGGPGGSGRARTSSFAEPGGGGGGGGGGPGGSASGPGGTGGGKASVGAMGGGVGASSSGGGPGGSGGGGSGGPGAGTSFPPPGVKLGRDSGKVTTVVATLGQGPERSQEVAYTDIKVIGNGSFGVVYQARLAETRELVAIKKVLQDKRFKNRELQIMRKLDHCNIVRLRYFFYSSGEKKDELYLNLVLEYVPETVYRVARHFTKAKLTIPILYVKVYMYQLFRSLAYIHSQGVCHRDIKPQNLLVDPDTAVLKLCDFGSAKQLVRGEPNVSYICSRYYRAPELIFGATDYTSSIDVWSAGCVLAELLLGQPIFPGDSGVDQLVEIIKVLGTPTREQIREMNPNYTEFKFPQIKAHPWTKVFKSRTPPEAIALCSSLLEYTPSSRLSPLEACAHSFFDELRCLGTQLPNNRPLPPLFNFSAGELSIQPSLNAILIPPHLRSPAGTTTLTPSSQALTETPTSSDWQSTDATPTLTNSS
HSP90 refold inh = HSP90 refolding inhibition in rabbit reticulocyte lysate. luciferase refolding luminescence, 3 h. inhibition, % at 5.6 µM. actives 0.91% (n = 290,000);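 active = inhibition above the screen-wide mean plus 3 SD, computed separately per campaign, cut at about 16% in these data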;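 also: 0% = DMSO wells and 100% = 60 µM geldanamycin wells; inhibitors lower the luminescence because luciferase stays unfolded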
GSK3B inh = inhibitors of human GSK3beta kinase; P49841; GST-GSK3beta kinase, ADP-Glo luminescence, 60 min; stronger effect = lower value; activity score (negative = inhibition), % at 10 µM; actives 0.038% (n = 300,000); AID 2097;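 active = more than half of replicate wells score below -50%, meaning over 50% inhibition versus plate controls; inconclusive = some replicates but at most half score below -50%; inactive = no replicate scores below -50%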;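 also: 0% = median DMSO wells and -100% = median GW8510 positive control wells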
Target sequence (P49841 whole entry, looked up): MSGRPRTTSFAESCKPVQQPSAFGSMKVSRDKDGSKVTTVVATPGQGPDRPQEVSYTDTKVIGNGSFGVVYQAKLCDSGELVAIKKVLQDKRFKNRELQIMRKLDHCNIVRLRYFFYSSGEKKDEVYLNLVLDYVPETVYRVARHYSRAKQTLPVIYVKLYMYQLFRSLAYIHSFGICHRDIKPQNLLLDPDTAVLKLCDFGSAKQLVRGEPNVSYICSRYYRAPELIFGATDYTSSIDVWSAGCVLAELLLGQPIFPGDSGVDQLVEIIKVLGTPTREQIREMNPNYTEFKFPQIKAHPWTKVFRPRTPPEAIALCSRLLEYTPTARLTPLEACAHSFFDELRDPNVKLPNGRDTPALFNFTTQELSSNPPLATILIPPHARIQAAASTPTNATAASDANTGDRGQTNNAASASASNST
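Assay system: GST-fused GSK3beta enzyme, cell-free / Medium: Tris pH 7.5 buffer with MgCl2, DTT, BSA, heparin / Also added: peptide substrate plus 25 µM ATP (final) / Compound: 10 µM single point / Timing: kinase reaction with compound 60 min at room temperature / Detection: ADP-Glo luminescence / Benchmarks: DMSO neutral wells and GW8510 at 20 µM as positive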
Dyrk1A ADPGlo = inhibitors of rat Dyrk1A kinase | Q63470 | ADP-Glo luminescence, NFATc1 peptide | inhibition, % at 12.5 µM | actives 0.43% (n = 310,000) | AID 504441; in the data active = inhibition above about 50%;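 also: plate controls were vehicle with enzyme for no effect and no enzyme for full effect; many of its hits are not listed in these tables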
Numbers without * were called inactive; ? = inconclusive; . = no result given. The list is partial; rates above refer to the full screens.

nr	mol	IEC-6 tox	aSyn 5UTR inh	KLF5 inhibitor	HSF1 activator	HSF1 inhib
1	O=C(/C=C\Nc1ccccn1)c1ccccc1	-3	49	-82	22	-2
2	Cc1ccc(C)c(NC(=S)N2CCN(S(C)(=O)=O)CC2)c1	-4	.	0	.	.
3	Cc1nnc(NN)n(N)c1=O	6	1	0	-11	-5
4	O=C(Cn1cnc2ccccc2c1=O)Nc1ccc2c(c1)CCC2	1	-21	-19	20	3
5	COc1cccc(NC(=O)Cc2ccccc2)c1	2	-57	-26	-5	3
6	Cc1ccccc1Cn1c(NC2CCCC2)nc2c1c(=O)[nH]c(=O)n2C	10	20	-13	5	6
7	O=C(NCc1cccnc1)Nc1ccccc1F	18	-29	-12	5	0
8	CCOc1ccccc1CNC(=O)CCCc1cn(C)c2ccccc12	6	10	5	6	2

nr	Platelet DG rel	GSK3 alpha inh	HSP90 refold inh	GSK3B inh	Dyrk1A ADPGlo
1	24	-1	39*	1	4
2	.	.	-4	1	-6
3	0	0	4	4	.
4	-2	1	0	1	-6
5	-4	7	4	4	20
6	4	1	5	1	13
7	11	0	-3	0	-8
8	16	-1	3	3	-2

Other records follow.
nr	mol	IEC-6 tox	aSyn 5UTR inh	KLF5 inhibitor	HSF1 activator	HSF1 inhib
9	Cc1ccnc(NS(=O)(=O)c2ccc(NC(=O)C3CCCNC3=O)cc2)n1 (stereo unspecified)	-2	-8	-32	-1	0
10	COc1ccc(-c2ccc(-c3noc(-c4cccc(OC)c4)n3)c(OC)n2)cc1	0	1	-51	22	23
11	O=C(c1ccccc1NS(=O)(=O)c1ccccc1[N+](=O)[O-])N1CCOCC1	-3	20	-35	-12	-1
12	CCOc1ccccc1NC(=S)N1CCC(NC(=O)c2ccco2)CC1	-9	.	-22	.	.
13	O=C(O)CCc1cccnc1	-2	-6	-10	-7	-7
14	Nc1nc(=S)n(-c2ccccc2)[nH]1	-4	9	5	0	-4
15	COc1ccc(N2CCN(C(=S)Nc3ccc(S(N)(=O)=O)cc3)CC2)cc1	2	-1	-22	2	1
16	COc1ccc(C(C(=O)NC2CCCCC2)N(Cc2ccco2)C(=O)c2ccccn2)c(OC)c1 (stereo unspecified)	-3	-7	-21	-5	-7

nr	Platelet DG rel	GSK3 alpha inh	HSP90 refold inh	GSK3B inh	Dyrk1A ADPGlo
9	2	-1	2	2	0
10	-6	-2	-2	-3	-2
11	0	-2	-6	-1	-2
12	.	-3	-4	0	-1
13	-3	-2	-1	-3	2
14	-12	0	0	-2	.
15	-29	-7	1	0	-4
16	2	-1	-1	.	0

The list goes on:
nr	mol	IEC-6 tox	aSyn 5UTR inh	KLF5 inhibitor	HSF1 activator	HSF1 inhib
17	CCOc1ccc2nc(Cl)c(C3CC(c4ccccc4)=NN3C(=O)c3ccco3)cc2c1 (stereo unspecified)	0	16	-28	.	.
18	CC(=O)Nc1ccc(NC(=O)COc2ccccc2C(=O)Nc2cccc(Cl)c2Cl)cc1	-10	?	-22	-12	8
19	CCOc1cc(NC(=S)Nc2ccccc2OC)c(OCC)cc1NC(=O)c1ccccc1C	2	26	16	7	7
20	Cc1ccc(C(C#N)c2ccc3c(C(F)(F)F)cc(C(F)(F)F)nc3n2)cc1 (stereo unspecified)	5	3	-16	16	-9
21	CCOc1ccc(NC(=O)NNC(=O)C(C)Oc2ccccc2OC)cc1 (stereo unspecified)	3	3	-30	-3	-1
22	CCCc1nnc(NC(=O)CCC(=O)N2CCN(Cc3cc(Cl)ccc3OC)CC2)s1	-2	2	-23	-11	2
23	O=C(NCCN1CCOCC1)/C(=C/c1ccco1)NC(=O)c1ccccc1	4	5	-35	-3	-9
24	CC(C)(C)c1ccc(OCC(=O)NNC(=O)Nc2ccccc2)cc1	2	9	-32	-2	-3

nr	Platelet DG rel	GSK3 alpha inh	HSP90 refold inh	GSK3B inh	Dyrk1A ADPGlo
17	-8	2	1	0	.
18	-1	.	0	4	-2
19	-1	0	2	-1	.
20	0	1	0	2	1
21	0	-1	0	-3	6
22	-9	-16	0	3	-3
23	-15	0	2	1	-1
24	-8	0	-1	-5	.

New compounds follow.
nr	mol	IEC-6 tox	aSyn 5UTR inh	KLF5 inhibitor	HSF1 activator	HSF1 inhib
25	COC(=O)c1ccc(/C=N/Nc2nc3ccccc3[nH]2)cc1	0	-176	-44	32	13
26	COc1ccc(CN(C)Cc2nc3cc(OC)c(OC)cc3c(=O)[nH]2)c(OC)c1	0	-13	-2	0	-3
27	CCn1c(SCC(=O)NC(=O)NCc2ccco2)nc2sc(C)c(C)c2c1=O	-3	10	-56	43	15
28	Cc1ccc2cccc(Oc3cnccn3)c2n1	-4	-7	-6	12	4
29	Cc1ccc(NC(=O)Cc2cn3ccsc3n2)nc1	1	-21	10	5	5
30	Cc1cccc(CCNS(=O)(=O)c2cnc[nH]2)c1	2	-1	-14	-11	-7
31	COc1ccc(CCNC(=O)CCSc2nc(-c3ccco3)cc(C(F)(F)F)n2)cc1OC	0	32	-4	-18	-6
32	CC(C)(C)SCCNC(=O)CN(c1ccccc1)S(=O)(=O)c1ccccc1	2	5	-1	27	-2

nr	Platelet DG rel	GSK3 alpha inh	HSP90 refold inh	GSK3B inh	Dyrk1A ADPGlo
25	7	-2	-6	2	2
26	1	-1	1	-3	0
27	-18	.	0	1	-6
28	4	-3	-1	-2	-1
29	-3	9	4	-8	5
30	-5	-1	-3	0	1
31	0	1	1	1	-12
32	-2	0	-1	0	-5

Entries of single compounds as entered above:
Cc1cccc(CCNS(=O)(=O)c2cnc[nH]2)c1 reads IEC-6 tox: 2; aSyn 5UTR inh: -1; KLF5 inhibitor: -14; HSF1 activator: -11; HSF1 inhib: -7; Platelet DG rel: -5; GSK3 alpha inh: -1; HSP90 refold inh: -3; GSK3B inh: 0; Dyrk1A ADPGlo: 1
COc1ccc(CCNC(=O)CCSc2nc(-c3ccco3)cc(C(F)(F)F)n2)cc1OC reads IEC-6 tox: 0; aSyn 5UTR inh: 32; KLF5 inhibitor: -4; HSF1 activator: -18; HSF1 inhib: -6; Platelet DG rel: 0; GSK3 alpha inh: 1; HSP90 refold inh: 1; GSK3B inh: 1; Dyrk1A ADPGlo: -12

Continued.
nr	mol	IEC-6 tox	aSyn 5UTR inh	KLF5 inhibitor	HSF1 activator	HSF1 inhib
33	NC(=O)c1ccc(-n2nnnc2Oc2ccc(Br)cc2)cc1	-2	-11	-48	3	2
34	O=C(Nc1ccccc1C(=O)NCc1cccnc1)c1ccccc1Cl	-2	-23	-32	-14	-7
35	Cc1cccc(N(C)S(=O)(=O)c2nnc(NC(=O)c3ccco3)s2)c1	0	13	-6	4	4
36	O=C(NCCc1ccccc1)C1CCN(C(=O)c2ccc(F)cc2)CC1	-9	-6	-47	-8	-1
37	O=C(O)CCC/C=C\C[C@@H]1[C@@H](/C=C/[C@@H](O)COc2cccc(Cl)c2)[C@H](O)C[C@@H]1O	-8	-22	3	-1	1
38	CCOC(=O)C1CCN(C(=O)COC(=O)c2nc3nc(C)cc(C)n3n2)CC1	.	-13	.	1	1
39	NC(=S)Nc1ccc2c(c1)OCO2	2	-19	-11	-16	-14
40	CCOC(=O)N1CCN(C(=O)c2cn(C)c3ccc(S(=O)(=O)N(CC)CC)cc3c2=O)CC1	-5	11	-28	2	-2

nr	Platelet DG rel	GSK3 alpha inh	HSP90 refold inh	GSK3B inh	Dyrk1A ADPGlo
33	6	1	0	2	0
34	-10	4	-2	-2	12
35	-6	0	-4	0	.
36	1	-7	-1	0	.
37	-2	-5	7	2	11
38	-2	-2	.	4	11
39	0	0	2	1	0
40	-3	-2	-3	0	1

The list continues.
nr	mol	IEC-6 tox	aSyn 5UTR inh	KLF5 inhibitor	HSF1 activator	HSF1 inhib
41	C[C@@H](O)C1NC(=O)[C@H](CCCCN)NC(=O)c2cc([N+](=O)[O-])cc(F)c2NCCCC[C@@H](C(N)=O)NC1=O (stereo partly specified)	-2	7	11	-16	-12
42	C=CCNC(=O)c1ccccc1NC(=O)COc1ccc(OC)cc1	2	8	3	5	-4
43	O=C(COC(=O)CNC(=O)c1ccc(Cl)c([N+](=O)[O-])c1)NC(=O)CN1CCCC1=O	.	4	.	-3	-2
44	CC1CCC(NC(=O)CN(C)S(=O)(=O)c2ccc3c(c2)CCC(=O)N3)CC1 (stereo unspecified)	4	0	-9	-7	-1
45	CCc1ccccc1NS(=O)(=O)c1c(C(=O)N2CCCCCC2)c(C)n(C)c1C	-2	7	-5	-32	-7
46	CCc1ccc(NC(=O)Nn2cnnc2)cc1	2	-12	-16	2	-7
47	O=C(CN(c1ccc(F)cc1)S(=O)(=O)c1ccccc1)NC1CC2CCC1C2 (stereo unspecified)	3	-8	-40	12	6
48	Cc1ccccc1-c1nc(CS(=O)(=O)CC(=O)NCc2ccco2)c(C)o1	-2	-3	-31	8	15

nr	Platelet DG rel	GSK3 alpha inh	HSP90 refold inh	GSK3B inh	Dyrk1A ADPGlo
41	1	6	0	-18	-1
42	2	-1	-3	0	2
43	7	2	.	2	0
44	1	1	-3	4	0
45	-19	3	6	0	-7
46	-3	-2	3	1	0
47	-4	8	1	-1	2
48	0	-2	5	2	-6

Next entries:
nr	mol	IEC-6 tox	aSyn 5UTR inh	KLF5 inhibitor	HSF1 activator	HSF1 inhib
49	COc1ccccc1-c1ccc(SCc2ccc(F)cc2)nn1	-2	-60	-41	41	36
50	COc1ccc(C2CC(=O)N3CN(Cc4ccco4)CSC3=C2C#N)cc1 (stereo unspecified)	2	17	-12	10	-6
51	CCc1ccc(NC(=O)CC2C(=O)N(c3ccc(OC)cc3)C(=O)N2CCOC)cc1 (stereo unspecified)	5	12	-6	-17	-1
52	CN(CC(=O)Nc1cccc(F)c1)C(=O)c1ccc2c(c1)S(=O)(=O)N=C1CCCCCN12	.	-5	.	-6	5
53	COc1cccc(CN(C)C(=O)c2ccc(NC(=O)CC3SC(N4CCCC4)=NC3=O)cc2)c1OC (stereo unspecified)	.	13	.	-6	-3
54	CCn1c(CN2CCN(c3ccc(Cl)cc3)CC2)nc2ccccc21	7	14	-10	.	.
55	CSc1nc2n(n1)C(c1cc(Br)ccc1F)C(C(=O)N(C)C)=C(C)N2 (stereo unspecified)	-1	-4	-20	14	-6
56	O=C(/C=C/c1ccc([N+](=O)[O-])cc1)NCCSc1ccccc1	-2	17	-41	6	1
57	Cc1ncsc1CCC(=O)N1CCCC(Nc2ccc(F)c(F)c2)C1 (stereo unspecified)	0	-5	-9	-20	0
58	COc1cccc(NC(=O)COc2cccc3c2CCNC3=O)c1	.	-10	.	4	-4
59	N=c1sccn1CC(=O)N1CCc2ccccc21	3	-5	-3	3	-2

nr	Platelet DG rel	GSK3 alpha inh	HSP90 refold inh	GSK3B inh	Dyrk1A ADPGlo
49	-2	1	-1	0	6
50	-11	.	5	-1	4
51	-2	-3	-2	2	1
52	5	-2	.	-1	.
53	5	-1	.	-3	-7
54	-1	-2	4	1	0
55	1	-1	-4	1	1
56	-13	-2	2	0	7
57	25	3	-1	-1	-3
58	.	-1	.	5	9
59	5	-6	-3	0	-2
